GalR3 antagonist – GalR3 antagonists in HEK293 cells, primary screen, cell-based, fluorescence readout; inhibition, % at 3 µM; 360,000 compounds, 0.44% hits; HEK293 GalR3-CNG cAMP membrane potential fluorescence; galR3 body fused to GalR1 C-terminus;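 active = inhibition above the screen-wide average plus 3 SD, cut at about 13% in these data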;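 note: forskolin and galanin both at EC90 stimulate the cells; cAMP rise reported by CNG channel membrane potential dye signal; 0% = forskolin plus galanin with DMSO and 100% = forskolin alone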
Target sequence (O60755 1-299 limits assumed): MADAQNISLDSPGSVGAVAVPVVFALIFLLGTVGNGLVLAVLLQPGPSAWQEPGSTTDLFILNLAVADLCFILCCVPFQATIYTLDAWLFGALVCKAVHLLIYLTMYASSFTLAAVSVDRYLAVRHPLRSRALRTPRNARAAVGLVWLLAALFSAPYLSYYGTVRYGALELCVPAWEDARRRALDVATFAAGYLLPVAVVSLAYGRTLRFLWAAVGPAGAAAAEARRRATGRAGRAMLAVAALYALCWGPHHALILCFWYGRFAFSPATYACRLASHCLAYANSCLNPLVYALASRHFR
VIM-2 inhibitor – VIM-2 metallo-beta-lactamase inhibitors, primary screen, biochemical, epi-absorbance readout, Pseudomonas aeruginosa enzyme; purified VIM-2, nitrocefin hydrolysis, epi-absorbance fluorescence; inhibition, % at 5.6 µM; 290,000 compounds, 0.89% hits;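 active = inhibition above the mean of all tested compounds plus 3 SD, cutoff set per screening run, cut at about 7.5% in these data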;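 note: red hydrolysis product quenches plate fluorescence so inhibitors raise well fluorescence; 0% = enzyme with DMSO and 100% = DMSO without enzyme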
GPR7 antag – GPR7 receptor antagonists, primary screen, cell-based, fluorescence, single concentration; GPR7-expressing cells, fluorescence antagonist assay; Neuropeptides B/W receptor type 1 (Homo sapiens), P48145; 290,000 compounds, 1.1% hits; inhibition, % at 4.4 µM; in the data active = inhibition above about 16%, passing the limit was not always enough;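 note: cells stimulated with the agonist NPW; 0% = agonist with vehicle and 100% = vehicle without agonist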
Target sequence (P48145 whole entry, looked up): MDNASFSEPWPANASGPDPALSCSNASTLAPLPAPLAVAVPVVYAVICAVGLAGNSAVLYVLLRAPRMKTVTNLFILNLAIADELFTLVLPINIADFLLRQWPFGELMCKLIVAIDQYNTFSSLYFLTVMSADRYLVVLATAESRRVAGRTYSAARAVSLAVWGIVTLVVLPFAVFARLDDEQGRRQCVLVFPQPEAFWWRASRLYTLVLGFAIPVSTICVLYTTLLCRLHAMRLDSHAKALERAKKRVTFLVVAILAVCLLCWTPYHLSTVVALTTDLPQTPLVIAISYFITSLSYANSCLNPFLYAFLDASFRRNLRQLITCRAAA
V1aR counter – agonists of human V1a receptor, primary screen, counter-screen for OXTR agonist project, fluorescence, CHO-V1R cells. Fluo-8 calcium fluorescence, agonist mode; 0% DMSO, 100% 3 nM vasopressin. activation, % at 3 µM. 320,000 compounds, 0.25% hits;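 active = activation above the mean activation of all tested compounds plus 3 SD, per screening run, cut at about 20% in these data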;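 note: signal is peak over basal fluorescence ratio across a 100 second FLIPR read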
DNA FID counter – compounds displacing fluorescent DNA intercalator, primary screen, artefact control for HCV NS3 helicase inhibitor project, biochemical, FID fluorescence; DNA fluorescent intercalator displacement; inhibition, % at 7.9 µM; 290,000 compounds, 0.17% hits; in the data active = inhibition above about 37%;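 note: 0% = vehicle and 100% = reference compound; higher means more ethidium bromide displaced from hairpin DNA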
OXTR ag – human OXTR agonists, primary screen, fluorescence, CHO-OTR cells, Fluo-8 calcium; Fluo-8 calcium fluorescence; normalized: DMSO 0%, oxytocin 100%; 320,000 compounds, 0.32% hits; activation, % at 3 µM;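 active = activation above the mean of all tested compounds plus 3 SD, cutoff set per screening run, cut at about 20% in these data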;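 note: peak over basal fluorescence ratio from a 100 s FLIPR kinetic read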
Target sequence (P30559 whole entry, looked up): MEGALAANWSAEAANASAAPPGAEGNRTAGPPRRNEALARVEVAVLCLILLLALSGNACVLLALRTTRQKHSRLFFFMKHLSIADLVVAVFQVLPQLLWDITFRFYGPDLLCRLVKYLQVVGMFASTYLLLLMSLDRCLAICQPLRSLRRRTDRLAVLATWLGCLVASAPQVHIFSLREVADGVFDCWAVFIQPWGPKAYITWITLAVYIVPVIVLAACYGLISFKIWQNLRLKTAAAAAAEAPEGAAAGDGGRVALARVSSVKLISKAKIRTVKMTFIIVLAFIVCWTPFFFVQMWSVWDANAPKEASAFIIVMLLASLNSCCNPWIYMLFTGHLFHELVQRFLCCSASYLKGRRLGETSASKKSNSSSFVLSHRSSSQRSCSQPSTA
IMP-1 inhibitor – IMP-1 metallo-beta-lactamase inhibitors, primary screen, biochemical, epi-absorbance readout, Pseudomonas aeruginosa enzyme; purified IMP-1, nitrocefin hydrolysis, epi-absorbance fluorescence; inhibition, % at 5.6 µM; 290,000 compounds, 0.45% hits; AID 1556, 2009;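 active = inhibition above the mean plus 3 SD of all compounds in the same screening run, cut at about 4.5% in these data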;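 note: 0% = IMP-1 with DMSO and 100% = DMSO wells lacking enzyme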
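Test system: recombinant IMP-1 enzyme, purified / Medium: HEPES buffer pH 7.1 with ZnSO4 and Brij 35 / Doses: single dose, 5.6 µM / Times: 25 °C, 15 min preincubation, 25 min reaction / Detection: Epi-absorbance via hydrolysed-nitrocefin quenching of white-plate fluorescence, 480/530 nm, EDTA stop / Evaluation: percent inhibition from optical density relative to buffer-blank wells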
PHOSPHO1 inh – PubChem AID 1565; 290,000 compounds, 1.1% hits; inhibition, % at 13.3 µM; recombinant PHOSPHO1, absorbance phosphatase assay; in the data active = inhibition above about 60%
HCV NS3 hel inh – inhibitors of HCV NS3 helicase, primary screen, biochemical, Cy5 molecular beacon fluorescence; Hepatitis C virus NS3 helicase; NS3 helicase DNA unwinding; inhibition, % at 10.9 µM; 290,000 compounds, 0.56% hits; AID 1800, 2009;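 active = inhibition above the mean of all tested compounds plus 3 SD, set per campaign, cut at about 35% in these data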;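 note: 0% = DMSO wells and 100% = thioflavine S control wells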
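Test system: hepatitis C virus NS3 helicase domain fragment enzyme. Also added: annealed dual-labelled DNA beacon duplex, ATP-started. Timing: 60 min unwinding reaction at 25 °C after ATP addition. Technique: Cy5 fluorescence. Measure: % inhibition of unwinding.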
* marks the source's active call; other numbers are inactive results; x = no result given.

SMILES	GalR3 antagonist	VIM-2 inhibitor	GPR7 antag	V1aR counter	DNA FID counter	OXTR ag	IMP-1 inhibitor	PHOSPHO1 inh	HCV NS3 hel inh
COc1ccc(C(C)=O)cc1CN(c1ccccc1OC)S(=O)(=O)c1cccs1	-13	-0.1	-2	1.4	-30	0.7	-3.2	23	1
Cc1ccc(Sc2ncccc2C(=O)O)c(C)c1	1	-0.4	-7	0.7	0	-0.4	-0.8	-8	7
Cc1nc(N2CCN(c3ccccc3)CC2)nc2c1C(=O)CCC2	5	-0.7	-5	3.3	-5	7.7	1.5	-40	7
COc1ccc(Cl)cc1S(=O)(=O)N1CCCC(C(=O)NCc2ccncc2)C1 (stereo unspecified)	-5	-1.5	-14	0.7	-14	-0.7	-1.7	x	-7
Cc1ccc(Cl)cc1Nc1nc(-c2sc(NC(=O)c3cccc(Cl)c3)nc2C)cs1	x	-5.7	-14	0.6	4	2.5	-0.3	-32	-11
O=C(O)c1ccc(NC(=S)NC(=O)c2cccc(COc3ccccc3)c2)cc1	-5	-2.8	1	-0.7	-32	-1.8	-1.3	21	36*
CC(C)(C)C(=O)Nc1ccc(N2CCN(c3ccc(C(F)(F)F)cn3)CC2)nc1	-4	-2.1	-16	6.3	-4	6.9	-3.0	3	-10
Cc1cccc(Oc2ncc(-c3ccc(Cl)cc3)cn2)c1C	-3	-1.2	2	0.2	-7	-2.4	-0.1	-18	-7
COC(=O)CNc1cc(S(=O)(=O)N2CCCCC2)ccc1Oc1cccc(C)c1	2	-0.4	4	-0.9	-37	-1.1	-2.0	-4	-4
O=C(O)C/C(=C\c1cc2c(cc1Br)OCO2)c1nc2ccccc2s1	-7	8.8*	-15	0.4	-26	1.8	-4.1	-14	17
NS(=O)(=O)c1ccc(NC(=O)CSc2ccccc2)cc1	-4	-1.0	-21	1.1	-1	-0.2	-0.7	4	-2
Cc1cccc(OCC(=O)Nc2cc(C)ccc2O)c1	-4	0.1	8	2.9	-6	1.6	-3.2	-6	-16
Cn1c(C(=O)Nc2ccccc2)cc2sccc21	-3	-0.8	-4	-1.3	-9	-2.6	-1.2	12	-3
O=C(/C=C/c1ccccc1[N+](=O)[O-])N1CCN(c2ccc(F)cc2)CC1	1	-0.2	-6	1.6	-4	-0.2	-3.4	54	-4
CCOC(=O)N1CCC(N2C(=O)c3ccccc3C2Nc2ccc(C)cc2)CC1 (stereo unspecified)	x	-1.7	-9	-0.8	-41	-0.8	-5.2	13	-8
COc1cc(Cl)cc(C2NC(=O)NC(C)=C2C(C)=O)c1OCC(=O)O (stereo unspecified)	-4	-2.4	-6	0.4	-4	0.7	-7.2	2	2
CCOC(=O)CCc1c(C)c2ccc(OCc3nn[nH]n3)cc2oc1=O	-3	-0.5	-7	0.1	-18	1.9	-2.5	-6	5
Cc1ccc(Cl)cc1NC(=S)N(CCCN1CCOCC1)Cc1ccco1	-2	-1.9	-1	1.8	0	1.4	-3.2	13	-5
CCCc1cc(=O)c2c(O)cccc2o1	7	-3.2	1	0.8	-3	-0.3	-3.4	-6	5
Nc1nc2c(s1)CCc1c-2cnn1-c1ccccc1	x	-1.7	20	-1.2	-9	-0.7	-0.5	106*	8
CCOc1ccc2ccccc2c1CNCCN1CCOCC1	-2	-2.1	1	0.0	6	1.2	-2.4	-6	-6
Cc1[nH]n(-c2ccc(Cl)cc2)c(=O)c1/C=N/c1nnc(-c2ccccc2)s1	-12	-1.6	-7	1.3	0	2.9	-1.1	-12	1
CC(C)N(CC(N)=O)C(=O)c1sc2cc(F)ccc2c1Cl	6	-2.8	-3	0.5	2	1.3	-1.4	17	-9
COc1ccc(NC(=O)c2sccc2SCc2cccc(C(F)(F)F)c2)cc1	-9	-0.1	-14	0.7	-9	0.5	-2.9	-24	-13
COC(=O)c1ccc(NC(=O)CSc2nccn2CCc2ccccc2)cc1	-6	-2.1	6	2.3	-17	-0.1	-2.2	31	-8
Cc1ccc(S(=O)(=O)C2(C(=O)Nc3ccc(Br)cc3)CC2)cc1	4	-2.8	-19	-1.0	-4	-1.8	-0.9	-10	-4
COc1cccc(Nc2nnc(SCn3nnc4ccccc4c3=O)s2)c1	-6	-2.8	-11	0.4	-7	-0.6	-6.5	33	2
Cn1c(=O)c2c(nc3sccn32)n(C)c1=O	-4	1.5	-11	0.3	-2	0.1	-2.3	-6	0
COc1cc(SC)ccc1C(=O)N1CCN(c2ccccc2F)CC1	-2	-4.8	4	6.5	-32	1.1	-2.7	32	-17
S=c1[nH]nc(Cc2ccccc2)n1Cc1ccco1	-2	0.7	-11	0.4	-8	1.0	-0.6	25	11
COC(=O)NC(=S)N1CCOCC1	2	-1.9	-10	1.2	-11	0.5	-1.9	-2	15
CCOc1ccc(NC(=O)COC(=O)CCCc2c[nH]c3ccccc23)cc1	3	3.2	-15	4.4	-15	3.7	-2.2	-4	-5
O=C(NCc1ccccn1)NC12CC3CC(CC(C3)C1)C2	-1	-1.2	-15	-1.1	-8	-0.5	-4.3	17	-1
O=C(Cc1ccc(S(=O)(=O)N2CCCC2)s1)N1CCOCC1	1	-0.4	-1	0.3	-5	0.6	-4.4	16	1
Cn1c(SCC(=O)N2CCOCC2)nnc1-c1ccccc1	2	-1.9	-15	2.4	-2	0.6	-6.0	-22	-3
Cc1ccc2nc(SC(C)C(=O)Nc3cccc([N+](=O)[O-])c3)[nH]c2c1 (stereo unspecified)	-11	-3.2	1	5.3	5	2.0	-3.7	5	-11
CCCCc1ccc(S(=O)(=O)Nc2ccc(C)c(NS(C)(=O)=O)c2)cc1	-2	-1.9	-23	8.4	-21	7.8	-3.0	3	-7
CCOc1ccc(C=NC23CN4CN(CN(C4)C2)C3)cc1	-3	-1.7	-3	0.3	-3	1.3	-2.6	19	3
COc1cc(/C=N\NC(C)=O)ccc1OC/C=C/c1ccccc1	-2	-1.4	-18	x	-40	x	-1.0	21	-5
COc1ccc(S(=O)(=O)N2CCN=C2SCc2cccc(C)c2)cc1	-1	-3.1	4	2.5	-18	1.8	-3.4	38	-26
CC(=O)Nc1ccc(C(=O)OCC(=O)Nc2c(F)cccc2F)cc1	-7	-0.8	2	0.6	0	1.0	-2.9	15	1
CC1(C)Cc2c(cnn2-c2ccccc2)C(NC(=O)CCCn2cncn2)C1 (stereo unspecified)	-2	-4.5	-5	x	-27	x	-4.1	42	-8
O=S(N1CCCCC1)C12CC3CC(CC(C3)C1)C2 (stereo unspecified)	-3	-3.5	6	-0.2	-19	-1.0	-0.6	-14	1
CCN(CC)C(=O)CN(c1cc2c(cc1OC)oc1ccccc12)S(=O)(=O)c1ccc(C)cc1	2	-3.7	-6	1.3	-5	-1.0	-1.2	-31	0
COc1ccc(C(=O)Nc2nncs2)cc1S(=O)(=O)N1CCOCC1	-6	-1.5	7	0.5	-3	0.1	-4.5	-2	15
COC(=O)CSc1nsc(SCC(=O)OC)n1	-5	-3.3	-16	0.0	1	0.6	-2.6	18	-6
Cc1cc(NC(=O)c2ccc(Cl)cc2Cl)no1	-9	-0.5	-6	0.3	-4	0.3	-5.1	46	-1
Cc1sc(NC(=O)c2c(F)cccc2F)nc1-c1ccccc1	-6	1.9	-14	-0.9	-11	-1.7	0.1	25	-13
CC(=O)OCn1nnc2ccccc2c1=O	0	-2.5	-8	0.6	2	0.7	-1.5	2	0
Nc1cc(=O)[nH]c(SCC(=O)Nc2cccnc2Cl)n1	-10	-3.1	2	0.4	-2	0.0	-2.8	4	3

(continued)
SMILES	GalR3 antagonist	VIM-2 inhibitor	GPR7 antag	V1aR counter	DNA FID counter	OXTR ag	IMP-1 inhibitor	PHOSPHO1 inh	HCV NS3 hel inh
CN(C)c1cccc2c(S(=O)(=O)NCc3ccc(S(N)(=O)=O)cc3)cccc12	-6	-0.7	-17	0.1	-11	-0.4	-1.6	8	3
CN(c1ccc(O)cc1)S(=O)(=O)c1ccc2ccccc2c1	-10	-2.4	2	3.9	-12	6.3	-1.0	11	-10
CCn1c(CNC(=O)c2ccccc2Br)nnc1SCC(=O)NC1=NCCS1	-9	-2.9	-2	0.3	-17	0.3	-1.8	31	12
Cc1cccc(-c2nc(CS(=O)CC(=O)NCc3cccs3)c(C)o2)c1 (stereo unspecified)	x	3.5	-8	-0.7	-25	-1.2	-0.8	-12	-13
CC1=CC2=NC(=O)/C(=C\c3ccc(-c4cccc(Cl)c4)o3)C(=N)N2O1	3	-3.2	-5	1.4	-1	1.5	-3.9	-4	5
CC(C)OC(=O)c1cc2c(=O)[nH]c(C(Cl)(Cl)Cl)nc2o1	-1	-2.2	5	0.0	-6	-0.7	-2.4	-8	4
COc1ccc(N2CCN(C(=S)NC(=O)c3cccs3)CC2)c([N+](=O)[O-])c1	-6	-6.7	-7	-1.1	-4	-1.8	-4.3	-74	2
O=S(=O)(NCc1ccccc1Cl)c1ccc(-n2cccn2)cc1	-8	0.6	8	2.6	-18	1.7	-2.1	22	-6
CC(OC(=O)c1ccccc1NS(=O)(=O)c1cccc(C(F)(F)F)c1)C(=O)N(C)Cc1ccccc1 (stereo unspecified)	-7	-3.0	-3	-0.2	-5	-0.7	-1.4	1	11
CCOC(=O)c1ccc(NC(=O)c2cc(F)c(F)cc2Cl)cc1	-3	-1.6	-11	1.8	-14	4.7	-2.5	5	0

Exported as comma-separated lines: entries from further up.
Structure,GalR3 antagonist,VIM-2 inhibitor,GPR7 antag,V1aR counter,DNA FID counter,OXTR ag,IMP-1 inhibitor,PHOSPHO1 inh,HCV NS3 hel inh
Cc1cccc(-c2nc(CS(=O)CC(=O)NCc3cccs3)c(C)o2)c1 (stereo unspecified),x,3.5,-8,-0.7,-25,-1.2,-0.8,-12,-13
CC1=CC2=NC(=O)/C(=C\c3ccc(-c4cccc(Cl)c4)o3)C(=N)N2O1,3,-3.2,-5,1.4,-1,1.5,-3.9,-4,5
CC(C)OC(=O)c1cc2c(=O)[nH]c(C(Cl)(Cl)Cl)nc2o1,-1,-2.2,5,0.0,-6,-0.7,-2.4,-8,4

(more compounds)
SMILES	GalR3 antagonist	VIM-2 inhibitor	GPR7 antag	V1aR counter	DNA FID counter	OXTR ag	IMP-1 inhibitor	PHOSPHO1 inh	HCV NS3 hel inh
CCCN1CCC(NC(=S)Nc2ccc(OC)c(OC)c2)CC1	9	-0.9	-6	0.5	1	1.2	-1.7	42	-6
COc1ccc(C)cc1NC(=O)CNC(c1ccccc1)c1ccccc1	-14	1.1	-15	0.1	-21	-1.1	-0.6	40	-3
CCOC(=O)[C@@H]1[C@H]2COc3ccccc3[C@@H]2N2C(=O)N(c3cccc(Cl)c3)C(=O)[C@]12C	0	-3.0	4	-0.1	-39	-0.8	-2.9	-7	-30
O=C(COC(=O)CCC(=O)c1ccc(Cl)cc1)NCc1ccco1	-1	-0.9	-12	-1.0	-10	-0.5	-3.7	20	-7
COc1cccc(C(=O)/C(C#N)=N/Nc2cccc(-c3ccnc(C)n3)c2)c1	0	-3.7	-9	6.6	-10	3.6	-2.9	15	6

High-throughput results: PubChem BioAssay, several laboratories
